KCNK3 block: human KCNK3 channel inhibitors, primary screen, CHO cells, FluxOR thallium flux, B-score. B-score at 10 µM. Potassium channel subfamily K member 3 (Homo sapiens), O14649. FluxOR fluorescence; active compounds read low. hit rate 0.84% among 340,000. AID 602410, 2012;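 active = B-score under library mean minus 4 SD, starting fluorescence ratio at most library mean plus 5 SD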;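 also: more negative B-score means stronger inhibition of thallium flux through KCNK3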
KCNQ1 pot: potentiators or activators of KCNQ1 channel, primary screen, cell-based, thallium flux, high-throughput | Potassium voltage-gated channel subfamily KQT member 1 (Homo sapiens), P51787 | hit rate 0.35% among 310,000 | AID 2648, 2010 | CHO-K1 KCNQ1, thallium flux FluxOR fluorescence; active compounds read high | B-score at 10 µM;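 active = fluorescence ratio B-score, a plate-corrected score, at least three library SD, with initial intensity B-score within 5 SD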
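Schedule – 37 °C overnight plating, 90-min dark dye load, 20-min compound pretreatment · System – stable KCNQ1 CHO-K1 line · Probe or stimulus – thallium- and potassium-containing depolarizing buffer · Measured by – kinetic FluxOR fluorescence, 10 s baseline plus 110 s post-stimulus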
KCNK9 inh: KCNK9 potassium channel inhibitors, primary screen, HEK293 cells, thallium flux. Potassium channel subfamily K member 9 (Homo sapiens), Q9NPC2. AID 488922, 2010. FluxOR thallium flux fluorescence; active compounds read low. hit rate 1.2% among 310,000. B-score at 10 µM;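 active = ratio B-score over 3 SD below the library mean, with starting fluorescence within 5 SD of its mean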;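 also: negative B-score means less thallium flux so channel inhibition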
HDAC3 inh: HDAC3 deacetylase inhibitors, primary screen, biochemical, fluorescence, cell-free homogeneous; AID 2718, 2010; inhibition, % at 8.3 µM; Histone deacetylase 3 (Homo sapiens), O15379; hit rate 0.15% among 320,000; recombinant HDAC3, fluorogenic peptide/trypsin coupled; in the data active = inhibition above about 26%, passing the limit was not always enough
KCNQ1 inh: inhibitors of human KCNQ1 channel, primary screen, cell-based, thallium flux, high-throughput | B-score at 10 µM | hit rate 1.3% among 310,000 | CHO-K1 KCNQ1, FluxOR thallium flux fluorescence; active compounds read high | Potassium voltage-gated channel subfamily KQT member 1 (Homo sapiens), P51787;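 active = compounds whose thallium flux B-score, printed positive for inhibition, exceeds three library SD while starting fluorescence stays within three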;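 also: channel opened by potassium depolarization with thallium stimulus after 20 min compound exposure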
hERG protect: hERG rescue from dofetilide block, primary screen, cell-based, CHO-hERG, FluxOR thallium flux, dofetilide IC70. dofetilide IC70 present. Voltage-gated inwardly rectifying potassium channel KCNH2 (Homo sapiens), Q12809. hit rate 0.51% among 310,000. activation (rescue from dofetilide block), less the hit threshold, % at 10 µM. AID 1511, 2009;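 active = activation above the mean of controls blocked by dofetilide plus 5 SD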;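 also: thallium influx through hERG after potassium depolarization seen as dye fluorescence rise; in these data hits start at about 4.7%; inactives centre near -7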
Target sequence (Q12809 whole entry, looked up): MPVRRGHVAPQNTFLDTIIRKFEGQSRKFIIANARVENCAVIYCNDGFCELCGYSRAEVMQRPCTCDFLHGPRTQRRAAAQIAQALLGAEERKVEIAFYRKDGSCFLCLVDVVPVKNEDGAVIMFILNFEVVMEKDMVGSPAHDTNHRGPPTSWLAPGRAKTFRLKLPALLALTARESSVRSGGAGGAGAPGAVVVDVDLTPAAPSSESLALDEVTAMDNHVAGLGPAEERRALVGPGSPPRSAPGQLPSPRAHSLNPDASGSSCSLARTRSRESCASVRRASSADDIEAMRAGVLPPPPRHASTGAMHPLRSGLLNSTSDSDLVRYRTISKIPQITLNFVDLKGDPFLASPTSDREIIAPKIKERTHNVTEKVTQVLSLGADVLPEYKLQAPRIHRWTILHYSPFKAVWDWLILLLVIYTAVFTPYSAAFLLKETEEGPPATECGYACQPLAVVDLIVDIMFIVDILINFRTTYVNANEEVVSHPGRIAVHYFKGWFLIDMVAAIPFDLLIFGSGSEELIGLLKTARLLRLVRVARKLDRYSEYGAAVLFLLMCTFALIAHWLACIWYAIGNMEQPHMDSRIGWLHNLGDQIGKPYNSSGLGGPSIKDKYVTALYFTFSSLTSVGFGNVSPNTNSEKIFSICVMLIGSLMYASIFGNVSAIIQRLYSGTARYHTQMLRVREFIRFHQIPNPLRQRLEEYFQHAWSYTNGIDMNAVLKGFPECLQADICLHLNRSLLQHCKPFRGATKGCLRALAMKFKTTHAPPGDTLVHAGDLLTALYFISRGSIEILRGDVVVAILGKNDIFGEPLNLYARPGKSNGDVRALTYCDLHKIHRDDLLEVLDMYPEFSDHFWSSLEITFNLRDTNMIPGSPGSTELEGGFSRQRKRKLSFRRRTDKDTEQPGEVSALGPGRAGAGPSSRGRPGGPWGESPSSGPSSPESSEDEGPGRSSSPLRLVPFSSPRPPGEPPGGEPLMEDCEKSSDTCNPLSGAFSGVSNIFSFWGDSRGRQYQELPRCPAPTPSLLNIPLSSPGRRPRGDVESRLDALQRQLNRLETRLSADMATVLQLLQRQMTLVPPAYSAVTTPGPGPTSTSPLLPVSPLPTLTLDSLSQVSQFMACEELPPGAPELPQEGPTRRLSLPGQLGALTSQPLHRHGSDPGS
RGS4 block: RGS4 inhibitors, primary screen, cell-based, HEK293 M3R inducible RGS4, calcium flux; B-score at 10 µM; Regulator of G-protein signaling 4 (Homo sapiens), P49798; Fluo-4 calcium flux; active compounds read high; triggered by carbachol at its EC20; hit rate 0.45% among 310,000;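 active = B-score, a plate-corrected calcium signal, over three deviations above library mean, with baseline fluorescence within five deviations of library mean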;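 also: RGS4 expression induced by doxycycline in cells with stable M3 receptor; B-score is computed from the integrated fluorescence ratio over baseline after carbachol; higher B-score means a larger calcium signal and so more RGS4 inhibition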
TMEM16A inh: TMEM16A chloride channel inhibitors, primary screen, cell-based, HTS. hit rate 1.2% among 310,000. Anoctamin-1 (Mus musculus), Q8BHY3. HEK293 TMEM16A/YFP iodide influx fluorescence, ionomycin. normalized B-score (activity score, 25-100; higher = stronger inhibition) at 10 µM;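 active = ratio plate-corrected score three or more library SD toward inhibition, starting fluorescence score within five deviations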;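 also: score derived from kinetic fluorescence span divided by baseline fluorescence per well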
RGS4 pot: RGS4 potentiators or activators, primary screen, cell-based, HEK293 M3R inducible RGS4, calcium flux; carbachol calcium flux Fluo4; active compounds read low; B-score at 10 µM; hit rate 0.92% among 310,000;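 active = B-score of the integrated calcium signal more than 4 SD below the library mean, with starting fluorescence not abnormally high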;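 also: negative B-score means reduced calcium response which marks RGS4 activation or potentiation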
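Assay system: HEK293 FlpIn-TREx cells, stable M3R, doxycycline-inducible RGS4 / Probe or stimulus: carbachol, ECmax concentration / Times: overnight RGS4 induction, 30 min dye load 37 °C, 20 min compound RT / Signal: kinetic calcium fluorescence imaging with Fluo4-AM dye, 2 µM / Measure: Agonist-evoked peak-minus-minimum fluorescence over baseline, integrated ratio, B score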
TMEM16A act: TMEM16A chloride channel activators or potentiators, primary screen, cell-based, HTS; B-score at 10 µM; hit rate 0.3% among 340,000; HEK293 TMEM16A/YFP-H148Q/I152L, iodide quench fluorescence; active compounds read low; AID 623877, 2012;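 active = fluorescence-ratio B-score plate-corrected deviation score at least 3 library SD below zero, with starting fluorescence score within 5 deviations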;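 also: channel opened by trigger with iodide after compound preincubation; score built on the fluorescence ratio of max minus min over baseline; more negative score means more quench and so TMEM16A activation or potentiation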
SKKanGAS inh: S. pyogenes SKKanGAS growth inhibitors in kanamycin, primary screen, streptokinase expression inhibitor project, SKKanGAS strain, BacTiter-Glo luminescence | inhibition, % at 7.5 µM | 6 h | AID 1662, 2009 | hit rate 1.3% among 300,000;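 active = mean replicate score, as percent of positive control median, at least 50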;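 also: strain carries kanamycin resistance gene driven by streptokinase promoter and grows in 40 µg/ml kanamycin; loss of luminescence reflects streptokinase promoter inhibition or plain growth inhibition; 0% = median of DMSO wells and 100% = positive control at its reference dose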
* = called active by the depositor; i = inactive; x = no result given.

cpd	SMILES	KCNK3 block	KCNQ1 pot	KCNK9 inh	HDAC3 inh	KCNQ1 inh	hERG protect	RGS4 block	TMEM16A inh	RGS4 pot	TMEM16A act	SKKanGAS inh
1	O=C(CSc1nc(=O)n2ccccc2n1)Nc1cccc2ccccc12	i	i	i	1	i	-10	i	i	i	i	-11
2	COc1ccc(NC(=O)CN2C(=O)C(C)Oc3ccccc32)cc1 (stereo not given)	i	i	i	5	i	-3	i	i	i	i	-2
3	COc1ccc(C(=O)OC(C(=O)c2ccccc2)c2ccccc2)cc1 (stereo not given)	-9.6*	i	-19*	9	i	-4	i	i	i	i	3
4	CCc1ccc(CN2CCC(n3nccc3NC(=O)c3ccccc3C)CC2)cc1	i	i	i	-2	i	-18	i	i	i	i	-9
5	O=C(CCCC(=O)c1ccccc1)NCCc1ccccc1	i	i	i	-2	i	-3	i	i	i	i	-2
6	CCN(CC)CCN(C(=O)C1=COCCO1)c1nc2c(OC)ccc(OC)c2s1	i	i	i	9	i	-14	i	i	i	i	2
7	Cc1ccc(S(=O)(=O)n2cnc3cc([N+](=O)[O-])ccc32)cc1C	i	i	i	1	i	-2	i	i	i	i	-9
8	Cc1ccc(S(=O)(=O)/N=S(\C)C(C)C)cc1 (stereo not given)	i	i	i	x	i	-10	i	i	i	i	-2
9	O=C(CCS(=O)(=O)c1ccc2c(c1)NC(=O)CS2)NCCc1ccc(Cl)cc1	i	i	i	-3	i	-5	i	i	i	i	-4
10	N#CCCN(CCC#N)c1nncs1	i	i	i	2	i	-6	i	i	i	i	2
11	CCCCN1CCc2c1nc1ccc(Br)cc1c2N	i	i	i	-4	i	-25	i	i	i	i	3
12	Cc1cc(C)c(C#N)c(SCCS(=O)(=O)c2ccc(C(C)(C)C)cc2)n1	i	i	i	-3	i	-5	i	i	i	i	0
13	Oc1ccc(Br)cc1-c1cc(-c2ccc(Cl)cc2)n[nH]1	i	i	i	-2	i	-9	i	i	i	i	27
14	CCC(=O)Nc1ccc(N2CCCCC2)c(C(=O)Nc2ccccc2C)c1	i	i	i	-3	i	-6	i	i	i	i	18
15	CCN(C(=O)COC(=O)Cn1cnc2c1c(=O)n(C)c(=O)n2C)C1CCS(=O)(=O)C1 (stereo not given)	i	i	i	0	i	-7	i	i	i	i	-10
16	Cc1cccc(C(=O)NC2C(=O)NNC2c2ccc(Cl)cc2)c1 (stereo not given)	i	i	i	-3	i	-4	i	i	i	i	16
17	Cc1ccc(-c2csc3nc4cc(C(=O)NC5CCC(O)CC5)ccc4c(=O)n23)cc1 (stereo not given)	i	i	i	13	i	-10	i	i	i	i	11
18	COc1ccc(-n2nc3c(c2NC(=O)C2CC(=O)N(c4ccccc4)C2)CS(=O)(=O)C3)cc1 (stereo not given)	i	i	i	-2	i	-10	i	i	i	i	-4
19	Cc1ccc(N=C2NC(=O)/C(=C/c3cccn3C)S2)c(C)c1	i	i	i	14	i	-6	i	i	i	i	9
20	O=S(=O)(NC1=NCCCCC1)c1ccccc1Cl	i	i	i	-10	i	-11	i	i	i	i	-6
21	O=C(Oc1ccc(F)cc1)c1ccc2c(=O)n3c(nc2c1)CCC3	i	i	i	-4	i	-12	i	i	i	i	16
22	CS(=O)(=O)N1N=C(c2ccc(Br)cc2)CC1c1cccs1 (stereo not given)	i	i	i	5	i	-3	i	i	i	i	-6
23	CCOc1ccc(CCNC(=O)c2nccnc2C(=O)O)cc1OCC	i	i	i	5	i	-3	i	i	i	i	-5
24	Nc1cc2ccncc2c2ccccc12	i	i	i	x	i	-7	i	i	i	i	14
25	O=C(O)c1ccc2c(c1)C(=O)N(C(Cc1ccccc1)C(=O)O)C2=O (stereo not given)	i	i	i	5	i	-3	i	i	i	i	2
26	C=C(C)C1CC=C(C)/C(=N\NC(=O)CCC(=O)Nc2ccc(C)c(C)c2)C1 (stereo not given)	i	i	i	-5	i	-10	i	i	i	i	-1
27	COc1ccccc1N(C)S(=O)(=O)c1ccc(C(=O)OCC(=O)NCC(F)(F)F)cc1	i	i	i	7	i	0	i	i	i	i	2
28	Cn1cc(C(=O)c2ccccc2)cc1-c1nc2ccccc2n1C	i	i	i	-1	i	-6	i	i	i	i	1
29	Cc1cc(NC(=O)c2ccccc2F)nc2c1c(=O)oc1ccccc12	i	i	i	5	i	-6	i	i	i	i	-4
30	O=C(C[n+]1cccc(CNC(=O)c2ccc(OC(F)F)cc2)c1)Nc1ccc(F)cc1	i	i	i	1	i	-8	i	i	i	i	-4
31	CCC(C)(C)n1nnnc1CN1CCC(NC(=O)c2ccc(Br)cc2)CC1	i	x	x	5	x	x	x	i	x	i	-2
32	O=C(NC1(C(F)(F)F)NC(=O)N(Cc2cccnc2)C1=O)c1ccc(F)cc1 (stereo not given)	i	i	i	0	i	-12	i	i	i	i	14
33	CCOC(=O)N/N=C(C)/C=C/c1ccccc1	i	i	i	-2	i	-2	i	i	i	i	-7
34	Cc1ccc(SCCC(=O)Nc2ccc(Br)c(C)c2)cc1	i	i	i	9	i	-16	i	i	i	i	17
35	COC(=O)c1nn(-c2ccccc2)c(Sc2ccc(OC)cc2)c1/C=N/O	i	i	i	2	i	-1	i	i	i	i	8
36	Cc1ccc2c(C)cc(=S)[nH]c2c1	i	i	i	x	i	-8	i	x	i	i	-5
37	COC(=O)[C@H](C)NC(=O)c1cc2c(cn1)[nH]c1ccccc12	i	i	i	4	i	-5	i	i	i	i	-2
38	Cc1noc(C)c1S(=O)(=O)N1CCC(C(=O)N2CCN(C3CCCC3)CC2)CC1	x	i	i	3	i	-6	i	i	i	x	-4
39	CCCCNc1nc(C)c(C(C)=O)cc1C#N	i	i	i	-5	i	-5	i	i	i	i	-10
40	O=C(c1cccnc1)N1CCN(C(=O)c2cccc(Cl)c2)CC1	i	i	i	-4	i	-6	i	i	i	i	-1
41	COC(=O)c1ccc(COC(=O)c2ccc(N(C)C)cc2)cc1	i	i	i	8	i	0	i	i	i	i	-13
42	CC(=O)c1ccc(OCC(=O)Nc2ccc3nc(C)sc3c2)cc1	i	i	i	-4	i	-2	i	i	i	i	1
43	CCOc1cc(/C=N/Nc2nnc(C)n2N)ccc1OC(C)=O	i	i	i	4	i	-4	i	i	i	i	2
44	CCCC(=O)NCCc1cc(OC)c(OC)cc1Br	i	i	i	-5	i	-1	i	i	i	i	0
45	CC(O)[C@H]1CNC(=O)C(=O)N1CC1CCCCC1 (stereo not given in full)	i	i	i	4	i	-6	i	i	i	i	5
46	COc1cccc(C(=O)C2CCCN(Cc3cn(CC(N)=O)c4ccccc34)C2)c1 (stereo not given)	i	i	i	-5	i	-7	i	i	i	i	-4
47	C=CCOc1c(Br)cc(CNn2cn[nH]c2=S)cc1OC	i	i	i	4	i	-26	i	i	i	i	-6
48	COc1ccc(C(=O)O)cc1S(=O)(=O)N1CCCc2ccccc21	i	i	i	-3	i	-11	i	i	i	i	4
49	COc1ccc(NC(=O)CSc2nnc(-c3ccccc3)n2Cc2ccco2)c(OC)c1	i	i	i	3	i	-7	i	i	i	i	1
50	C=CCC1NCCc2c(Br)cccc21 (stereo not given)	i	i	i	6	i	-9	i	i	i	i	0
51	Cc1cc(C)c(C#N)c(SCC(=O)c2cc(C)n(CCc3ccccc3)c2C)n1	i	i	-8.2*	3	i	-10	i	i	i	i	21
52	Cc1nnc(NC(=O)CSc2nnc(CNC(=O)c3ccc(S(=O)(=O)N(C)C)cc3)o2)s1	i	i	i	0	i	-6	i	i	i	i	-3
53	O=C(NCc1ccco1)C1CCN(C(=O)c2cc3sccc3n2Cc2ccc(Cl)cc2)CC1	i	i	i	4	i	-12	i	100*	i	i	8
54	O=C(C1CCCCC1)N1CCN(S(=O)(=O)c2cccc([N+](=O)[O-])c2)CC1	i	i	i	2	i	-9	i	i	i	i	14
55	CC(COc1ccccc1Cc1ccccc1)N1CCCCC1 (stereo not given)	x	i	i	5	i	-11	i	i	-7.4*	x	-1
56	CCOC(=O)Cc1nnc(NC(=O)c2cccc(OCC)c2)s1	i	i	i	-5	i	-6	i	i	i	i	4
57	CCCCOC(=O)Nc1nnc(CCc2ccccc2)s1	i	i	i	11	i	-4	i	i	i	i	-2
58	COc1ccc(OC)c(N(CC(=O)NN=C2CCN(C)CC2)S(=O)(=O)c2ccccc2)c1	i	i	i	-1	i	-12	i	i	i	i	3
59	O=C(NCC1CCCO1)C1CCCN(Cc2cnn(-c3ccccc3)c2-n2cccc2)C1 (stereo not given)	i	i	i	-2	i	-5	i	i	i	-25*	0
60	CC(=O)N1CCN(C(C)=O)C1c1ccccc1	i	i	i	3	i	-7	i	i	i	i	-3

Carrying on:
cpd	SMILES	KCNK3 block	KCNQ1 pot	KCNK9 inh	HDAC3 inh	KCNQ1 inh	hERG protect	RGS4 block	TMEM16A inh	RGS4 pot	TMEM16A act	SKKanGAS inh
61	CNC(=O)CSc1nc2c(c(=O)n(C)c(=O)n2C)n1Cc1ccc(C)cc1	i	i	i	14	i	-5	i	i	i	x	0
62	COc1cc([N+](=O)[O-])cc2cc(C(=O)NC(C)(C)C)c(=O)oc12	i	i	i	-9	i	-10	i	i	i	i	2
63	Cc1cccc(C)c1-n1c(SCC(=O)Nc2ccc(C(=O)O)cc2)nnc1-c1cccc(S(=O)(=O)N(C)C)c1	i	i	i	-4	i	-16	i	i	i	i	12
64	COc1ccc(-c2nn(-c3ccccc3)cc2/C=N/NS(=O)(=O)c2ccccc2)cc1	i	i	i	1	i	-8	i	i	i	i	39

Screening data: PubChem, several laboratories
